# GALR2 blocker = antagonists of human galanin receptor 2 (GALR2); O43603; GALR2-expressing cells, antagonist mode; inhibition, % at 4 µM; 140,000 compounds, 0.39% hits; AID 828; in the data active means inhibition above about 27%;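 further: cells stimulated with galanin 1-16 at roughly its EC80; 0% = agonist challenge control and 100% = basal control without agonist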
# Target sequence (O43603 whole entry, looked up): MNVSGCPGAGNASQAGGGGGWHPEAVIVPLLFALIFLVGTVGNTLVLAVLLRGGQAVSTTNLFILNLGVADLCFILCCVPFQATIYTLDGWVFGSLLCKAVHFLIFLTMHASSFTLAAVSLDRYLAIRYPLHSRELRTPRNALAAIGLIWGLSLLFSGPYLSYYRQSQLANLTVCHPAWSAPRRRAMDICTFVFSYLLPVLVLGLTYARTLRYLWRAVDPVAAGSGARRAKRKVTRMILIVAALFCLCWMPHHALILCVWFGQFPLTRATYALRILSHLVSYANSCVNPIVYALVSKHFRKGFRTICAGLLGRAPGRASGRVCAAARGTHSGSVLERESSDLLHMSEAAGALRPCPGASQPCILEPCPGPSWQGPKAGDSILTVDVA
# Yeast growth inh = yeast BB579 growth reduction in restrictive medium | S. cerevisiae BB579 growth, OD615, 48 h | inhibition, % at 10 µM | 140,000 compounds, 0.51% hits | AID 804;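 active means inhibition above a set limit, 3 SD over the mean compound inhibition, cut at about 44% in these data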; further: inactives centre near -24
#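 System: Saccharomyces cerevisiae DeaD strain BB579, replicative lifespan model yeast | Buffer or medium: Restrictive glucose-based CSMM-D medium | Times: 4 h preincubation and 48 h exposure at 30 °C | Detection: OD615 turbidity measurement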
# NPY Y2 blocker = NPY-Y2 (human) receptor antagonism. P49146. NPY-Y2 expressing cells, antagonist mode. 140,000 compounds, 0.99% hits. inhibition, % at 2.7 µM. AID 793; in the data active means inhibition above about 17%;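 further: 0% = vehicle with agonist challenge and 100% = reference antagonist with challenge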
# Target sequence (P49146 whole entry, looked up): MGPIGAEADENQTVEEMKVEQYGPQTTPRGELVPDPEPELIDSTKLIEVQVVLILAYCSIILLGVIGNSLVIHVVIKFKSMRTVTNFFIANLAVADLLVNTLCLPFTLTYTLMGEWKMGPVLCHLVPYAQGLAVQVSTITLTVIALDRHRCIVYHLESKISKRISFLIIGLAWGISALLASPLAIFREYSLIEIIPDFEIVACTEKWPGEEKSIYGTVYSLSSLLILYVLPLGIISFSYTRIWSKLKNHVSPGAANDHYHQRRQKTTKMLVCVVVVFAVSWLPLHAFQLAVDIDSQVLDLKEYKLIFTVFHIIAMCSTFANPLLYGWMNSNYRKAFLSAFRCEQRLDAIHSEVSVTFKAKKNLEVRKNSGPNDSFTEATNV
# Measles CPE = protection of cells from measles virus. protection (pct of control), % at 4 µM. Measles virus-infected cells, CPE protection, absorbance. 140,000 compounds, 1.5% hits. AID 841; in the data active means protection mostly above about 24%, no sharp cut-off; inactive means mostly below about 26%; further: some compounds called inactive have numbers as strong as hits
# bCat KO growth = beta-catenin-lacking colon tumor cell growth suppression; HCT116 beta-catenin knockout viability, CellTiter-Glo, 60 h; active compounds read low; viability, % at 10 µM; 140,000 compounds, 1.5% hits; AID 818;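 active means viability at or under a set limit, the compound median less 4 SD, cut at about 6% in these data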;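 further: 0% = Hyamine 1622 control at 20 µM and 100% = untreated cell control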
# E-sel TNF inh = TNF alpha driven E-selectin expression inhibition; HUVEC TNFa-induced E-selectin immunofluorescence, high content; inhibition, % at 2 µM; 120,000 compounds, 0.71% hits; AID 1246;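 active means inhibition above the batch mean plus 3 SD, and confirmed as a hit on visual image review, cut at about 43% in these data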;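 further: 0% = TNF-stimulated DMSO wells and 100% = unstimulated control wells; not every result past the cut was called active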
# MRP-1 activ = MRP-1 activation; H69AR cells + doxorubicin, viability rescue, CellTiter-Glo; viability increase, % at 10 µM; 140,000 compounds, 0.61% hits; AID 799;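 active means viability gain under doxorubicin at or above a set limit, the compound median plus 3 SD, cut at about 4.7% in these data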;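 further: MRP-1 overexpressing cells given doxorubicin 25 µM after compound pretreatment; 18-22 h compound pretreatment then 72 h with doxorubicin before readout; 0% = doxorubicin-only wells and 100% = vehicle-treated cells without doxorubicin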
# PTEN del growth = suppresses growth of cells with PTEN deletion; AID 827; 140,000 compounds, 1.2% hits; HCT116 PTEN-null viability, CellTiter-Glo, 60 h; active compounds read low; viability, % at 10 µM;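 active means viability at or below a set limit, 4 SD under the median of all tested compounds, cut at about 3.7% in these data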;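 further: PTEN knockout HCT116 line with beta catenin targeted HCT116 as companion control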
# Yeast life ext = extends the lifespan of yeast; inhibition of the nicotinamide effect, % at 10 µM; AID 775; 130,000 compounds, 0.68% hits; S. cerevisiae growth with nicotinamide, OD615; deaD strain in restrictive glucose medium;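 active means inhibition above a set limit, placed 3 SD over the median of all compounds, cut at about 26% in these data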;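 further: 0% = nicotinamide-treated wells and 100% = cells grown without nicotinamide; some compounds called inactive have numbers as strong as hits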
#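 Test system – modified budding yeast, DeaD strain · Compound – single dose 10 µM compound, 0.25% DMSO · Times – culture preincubation 4 h, compound exposure 48 h, both 30 °C · Detection – optical density (absorbance) at 615 nm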
# Phagocyt inh = blocks phagocytosis by macrophages; 110,000 compounds, 0.07% hits; inhibition, % at 5 µM; J774A.1 macrophage IgG-bead phagocytosis, imaging; AID 1029;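 active means inhibition above the mean of the plate negative controls plus 5 SD, cut at about 13% in these data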;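 further: phagocytic index as fraction of beads internalized from green versus red external bead signal; plate controls were DMSO negative control for no effect and cytochalasin-D positive control for full effect; some results beyond the cut were filed as inactive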
# Starred values were filed as active, the others as inactive; x = no result given.
structure,GALR2 blocker,Yeast growth inh,NPY Y2 blocker,Measles CPE,bCat KO growth,E-sel TNF inh,MRP-1 activ,PTEN del growth,Yeast life ext,Phagocyt inh
Cc1cc(NC(=O)c2ccccc2-c2ccccc2)ccc1Br,10.8,-22.5,12.2,7.3,68.6,43.4,-2.6,58.7,-5.8,0.0
CC(=O)Nc1ccccc1NS(=O)(=O)c1ccc(Cl)cc1,-0.6,-61.5,5.9,12.9,88.5,-10.9,-1.2,84.1,2.3,-1.5
Cc1ccc(NC(=O)C2CCCN2S(=O)(=O)c2ccc3c(c2)CCC(=O)N3)cc1Cl (stereo unspecified),-2.0,-16.4,2.8,15.4,70.7,x,-0.1,63.0,-8.1,-0.4
COc1cccc(-c2cc(C(F)(F)F)c3c(N)c(C#N)sc3n2)c1,0.9,-18.3,1.3,6.7,93.5,-2.9,-3.0,83.3,-8.3,x
COc1ccc(OCCSc2nnc(-c3cccnc3)n2N)cc1,-7.5,-59.5,0.8,11.8,95.6,21.1,-2.1,96.4,5.4,-3.7
COc1cccc(NC(=O)Nc2ccc3c(c2)N(C)C(=O)CS3)c1,7.0,-25.7,2.2,6.5,65.5,-2.6,-4.4,59.5,-11.6,x
CCCNC(=O)c1ccccc1NC(=O)c1ccccc1N(C)S(=O)(=O)c1ccccc1,-10.2,-21.0,4.7,12.1,58.8,x,-3.8,64.5,-1.8,-4.3
CC(=O)c1c(C)n(C)c2ccc(O)cc12,3.7,-18.2,3.0,39.2*,93.7,x,-5.3,100.8,-9.4,-0.7
CC(=O)NC(CC(=O)Nc1cccc(S(=O)(=O)N2CCCCC2)c1)c1ccccc1 (stereo unspecified),9.7,-43.9,3.3,6.5,86.7,-6.8,-1.6,94.2,-14.8,-0.3
O=C(CSc1ccccc1Cl)NC1CCCc2ccccc21 (stereo unspecified),11.0,-13.3,3.9,4.9,89.3,28.3,-2.1,83.8,5.2,1.0
CN(C(=O)CSc1nc(C2CC2)nc2ccccc12)c1nc(-c2ccccc2)cs1,-17.2,-15.0,2.5,12.9,25.7,x,-4.2,11.2,-4.0,-2.0
COc1cccc(/C=N/NC(=O)CC(=O)NCCc2ccc(OC)c(OC)c2)c1,10.3,13.3,-1.2,2.3,94.2,x,-0.8,100.9,-0.9,-1.6
COc1cccc(NS(=O)(=O)c2ccc3c(c2)CCCN3C(C)=O)c1,3.2,-60.8,1.6,14.7,74.6,15.6,0.3,89.3,-4.2,-0.6
COc1ccc(C(=O)NC(C)c2cc(OC)c(OC)cc2Br)cc1 (stereo unspecified),7.5,-15.2,0.1,2.5,77.8,-9.0,-1.8,84.0,-15.3,0.0
CCN1CCN(C(=O)CCc2nc3ccccc3n2-c2ccccc2)CC1,9.3,3.1,0.2,3.1,91.0,56.6,-2.1,98.4,3.5,0.0
Cc1cc(NC(=O)CCC(=O)N(Cc2ccco2)C(C(=O)NC2CCCC2)c2ccccc2C)no1 (stereo unspecified),0.5,-8.5,2.3,3.6,76.5,18.3,-0.3,82.7,x,x
N#CCC1c2ccccc2CCN1C(=O)Nc1cccc(Cl)c1 (stereo unspecified),-3.1,-57.4,2.1,17.9,88.0,5.3,-0.7,76.9,-10.5,0.0
COc1cccc(/C=N/n2nnc3c(cnn3-c3ccccc3)c2=O)c1,-13.6,-1.6,2.7,4.2,88.5,-15.7,0.5,97.1,-0.8,x
Cc1ccc(-c2nnn(CC(=O)Nc3ccccc3N3CCOCC3)n2)cc1,-4.4,-16.2,1.4,14.1,70.1,28.3,-1.9,76.7,-7.7,1.0
Cc1[nH]nc2c1C(c1ccoc1)C(C#N)=C(N)O2 (stereo unspecified),-2.9,-16.6,-1.1,5.5,96.3,-7.2,-4.5,82.3,-4.9,x
Cn1c(N/N=C/c2cccs2)cc(=O)n(C)c1=O,2.5,-67.0,1.1,15.3,99.4,-1.2,-1.2,100.2,-17.0,-0.2
CC(=O)c1ccc(NC(=O)CN2CCN(c3ncccn3)CC2)cc1,6.0,-51.9,-1.7,77.6*,88.1,13.1,-0.8,99.0,-6.4,2.0
CCN1C(=O)C2C(C1=O)N1C(c3cccs3)C3C(=O)N(CC)C(=O)C3N1C2c1cccs1 (stereo unspecified),0.1,-8.6,0.3,9.7,102.6,36.4,-2.1,92.8,-7.4,-0.9
COCCN(Cc1ccccc1)C(=S)Nc1ccc(OC(F)F)cc1,-4.6,-0.8,1.9,11.5,78.6,x,-1.2,81.2,-0.5,-11.4
CCOC(=O)N1CCC(NCCNC(=O)c2cccs2)CC1,-1.6,9.9,6.0,10.1,99.5,-1.9,-1.4,95.7,-16.4,1.1

# Two consecutive records from above, for reference:
structure,GALR2 blocker,Yeast growth inh,NPY Y2 blocker,Measles CPE,bCat KO growth,E-sel TNF inh,MRP-1 activ,PTEN del growth,Yeast life ext,Phagocyt inh
Cc1cc(NC(=O)c2ccccc2-c2ccccc2)ccc1Br,10.8,-22.5,12.2,7.3,68.6,43.4,-2.6,58.7,-5.8,0.0
CC(=O)Nc1ccccc1NS(=O)(=O)c1ccc(Cl)cc1,-0.6,-61.5,5.9,12.9,88.5,-10.9,-1.2,84.1,2.3,-1.5

# Continuation:
structure,GALR2 blocker,Yeast growth inh,NPY Y2 blocker,Measles CPE,bCat KO growth,E-sel TNF inh,MRP-1 activ,PTEN del growth,Yeast life ext,Phagocyt inh
CCn1c(SCC(=O)Nc2cccc(C(C)=O)c2)nnc1C(C)C,-5.7,-21.3,-1.4,9.7,100.0,x,0.3,102.3,-2.4,0.5
Cc1c(Br)c(=O)oc2c(C)c(O)ccc12,20.0,-34.7,3.6,5.2,102.2,x,-1.1,103.5,-5.0,-0.4
O=C(NCCN1CCN(c2ccccc2)CC1)C1(S(=O)(=O)c2ccc(Cl)cc2)CC1,1.2,-73.7,1.2,2.3,92.1,21.3,0.0,89.3,-5.1,0.7
CCOC(=O)c1c(NC(=O)CSc2nnc(-c3cccnc3)o2)sc2c1CCC2,2.4,-34.9,2.0,2.9,90.5,-15.0,-1.3,86.1,x,x
O=C1NC(=Nc2ccccc2)c2ccc([N+](=O)[O-])cc21,6.2,-14.0,4.2,18.1,84.3,-5.8,-0.5,89.9,0.7,-3.7
CCc1ccc2c(c1)C(C)=CC(C)(C)N2,1.1,-15.2,0.2,6.5,99.1,-10.0,-0.1,102.6,-3.8,-1.7
O=C(Nc1nnc(-c2ccco2)s1)c1ccccc1,11.3,-58.6,-1.0,6.8,98.8,-28.4,0.3,103.2,-25.3,0.9
CCCn1c(O)c(CN2CCCC(C)C2)c(C)c(C#N)c1=O (stereo unspecified),1.0,-43.0,15.2,1.8,102.2,-12.7,0.8,93.8,-10.8,-1.0
COc1ccc(C2C3=C(CCCC3=O)Nc3nc(SCc4ccc(C(=O)O)cc4)nn32)cc1OC (stereo unspecified),15.9,-54.7,-1.4,31.4*,111.8,x,-0.7,105.8,-6.5,-0.5
Cc1sc(-c2ccncc2)nc1OC(=O)c1ccccc1,1.4,5.2,3.7,9.1,92.5,-5.2,1.3,94.9,-5.5,-0.2
COc1ccc(NC(=O)CSc2nc3c(c(=O)n2-c2ccccc2)SCC3)c(OC)c1,1.9,-43.1,2.9,9.0,83.2,37.5,-1.1,93.8,-8.7,-1.7
CC(/C=C/c1ccccc1F)=N\NC(=O)C(C)C,8.8,-9.0,0.1,15.1,83.7,9.1,-0.6,90.1,-1.8,2.0
Cc1ccc(-c2nsc(SCC(=O)NCc3ccc4c(c3)OCO4)n2)cc1,-12.6,-17.7,12.7,10.3,82.7,56.6,-2.9,95.3,0.5,-9.4
O=C(O)c1ccc(COc2ccc3c4c(c(=O)oc3c2)CCC4)o1,-2.6,-18.0,1.2,9.9,100.7,-7.1,-1.3,94.3,-8.6,-0.2
CCOCCCNC(=O)c1ccc2c(c1)ncn2C1CCCC1,3.9,-31.0,0.9,7.6,106.7,2.4,-0.2,108.6,0.3,-0.9
Cc1cccc(C2CC(c3ccc(Cl)cc3)Nc3nc(N)nn32)c1 (stereo unspecified),-2.4,-92.2,1.6,9.7,82.8,x,-0.3,96.2,-5.4,-0.5
COc1ccc(S(=O)(=O)NCc2cn3c(C)csc3n2)cc1F,2.1,-29.1,0.5,6.8,110.2,x,-1.0,101.3,-7.0,-0.8
COC(=O)C1C(c2ccc(OC)c(OC)c2)NC(c2ccc(OC)c(OC)c2)C(C(=O)OC)S1(=O)=O (stereo unspecified),4.7,-35.5,1.8,4.6,87.9,-0.7,0.8,97.0,x,x
CCNc1oc(-c2cccc3ccccc23)nc1C#N,0.4,-33.7,2.8,3.5,109.9,-21.4,7.3*,82.6,-7.2,1.7
O=c1c(Cl)c(NCc2ccccc2)cnn1C12CC3CC(CC(C3)C1)C2,1.4,-46.4,3.8,4.0,84.8,x,1.4,78.5,7.2,-2.1
Cc1cc(C)n2cc(CSc3nnnn3C)nc2n1,9.6,3.4,-1.4,5.7,98.7,3.2,0.6,88.3,-15.0,-0.8
CCOc1cc(CNc2ccc(CNc3ncn[nH]3)cc2)ccc1OCc1ccccc1,-4.5,-10.8,-1.6,3.9,51.3,4.0,-0.4,65.7,-4.8,-4.4
COc1cccc(C2CC(=O)NC(SC)=C2C#N)c1 (stereo unspecified),-6.4,-29.5,1.3,13.8,101.2,x,-2.7,110.1,-9.4,-0.2
Cc1[nH]c2ccccc2c1C1(O)C(=O)N(C(C)C)c2ccccc21 (stereo unspecified),3.6,-48.5,2.7,3.2,94.8,37.6,-1.9,94.6,-10.3,-1.0
O=C(CSc1ccc(C(F)(F)F)cc1[N+](=O)[O-])NCCOc1ccccc1,0.0,-32.4,12.5,16.6,92.1,x,-1.6,89.2,0.5,-12.8

# Measles CPE, what is marked active above.
smiles | GALR2 blocker | Yeast growth inh | NPY Y2 blocker | Measles CPE | E-sel TNF inh | Yeast life ext | Phagocyt inh
CC(=O)c1c(C)n(C)c2ccc(O)cc12 | 3.7 | -18.2 | 3.0 | 39.2* | x | -9.4 | -0.7
CC(=O)c1ccc(NC(=O)CN2CCN(c3ncccn3)CC2)cc1 | 6.0 | -51.9 | -1.7 | 77.6* | 13.1 | -6.4 | 2.0
COc1ccc(C2C3=C(CCCC3=O)Nc3nc(SCc4ccc(C(=O)O)cc4)nn32)cc1OC (stereo unspecified) | 15.9 | -54.7 | -1.4 | 31.4* | x | -6.5 | -0.5

# Next part
structure,GALR2 blocker,Yeast growth inh,NPY Y2 blocker,Measles CPE,bCat KO growth,E-sel TNF inh,MRP-1 activ,PTEN del growth,Yeast life ext,Phagocyt inh
CCN1CCN(C(=O)c2ccc(CSc3ccc(C)cc3)cc2)CC1,-5.0,-22.6,7.5,13.3,94.4,-27.6,-0.7,80.5,-7.9,x
CC(NS(=O)(=O)c1ccc(Cl)cc1)C(=O)NCc1ccco1 (stereo unspecified),-12.1,-0.2,1.4,6.7,93.2,11.0,-1.8,100.8,-6.8,-0.3
COc1cc(OC)cc(C(=O)Nc2cccc(C(C)=O)c2)c1,4.8,-83.5,0.8,9.6,97.6,-1.7,-0.6,95.7,-14.6,x
CCn1c(O)c(/C=N/N=C2CCCC2)c2ccc(C3=NNC(=O)CC3)cc21,-3.2,-34.3,1.8,10.5,96.0,-31.9,-0.7,94.7,-7.9,x
CC(C)c1ccc(C(=O)N/N=C/c2cccc(Cl)c2Cl)cc1,2.9,-36.8,9.3,5.0,70.8,-5.7,2.6,73.3,-15.3,-0.5
